BAZ2B inh = blocks human BAZ2B; AlphaScreen BAZ2B-H3K14Ac peptide displacement; Potency, µM (top dose mostly 114 µM), inactives show top-dose activity change, negative = inhibition, most hits filed as inhibitors; 360,000 tested, 4.4% active; AID 504333; note: % is set by controls: 0 for no effect and ±100 for the full control effect; nearly all actives have a fitted effect of over 60% in size
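Protein-peptide AlphaScreen: BAZ2B 50 nM, b-H3K14Ac 50 nM, 1x PBS pH 7.4 + 0.01% Tween-20. Preincubation 30 min RT; cpd 30 min RT (top 110 uM); beads 20 min RT, light-protected.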
Pin1 inhibitor = human Pin1 inhibition. Q13526. Pin1 FP peptide displacement, HiFluor488, 10 min. Potency, µM (highest dose often 115 µM), inactives show at the top dose activity, negative = inhibition, usual class: inhibitors. 390,000 tested, 0.009% active. AID 504891; active = well fitted inhibition curve with a large enough effect in the polarisation, with a control signal flat, not every such curve was filed as active; inconclusive = small, poorly fitted or top-dose-only effect, or effect the other way, or a change in a side signal; inactive = no such curve, though single readings can be large or run the other way; the % refers to the polarisation; note: % is set by controls: 0 for no effect and ±100 for the full control effect
Target sequence (Q13526 whole entry, looked up): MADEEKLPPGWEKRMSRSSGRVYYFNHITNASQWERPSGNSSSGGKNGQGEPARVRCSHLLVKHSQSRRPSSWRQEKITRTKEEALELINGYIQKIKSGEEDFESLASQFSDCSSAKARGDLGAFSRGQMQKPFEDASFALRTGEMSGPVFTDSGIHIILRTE
G9a block = G9a (human) methyltransferase inhibition; Potency, µM (titrated, usually from 102 µM), for inactives: top-dose activity, negative = inhibition, actives largely listed as inhibitors; 350,000 tested, 8.8% active; G9a H3K9 monomethylation, AlphaScreen, 2 h; Q96KQ7; note: % is set by controls: 0 for no effect and ±100 for the full control effect; nearly all actives have a fitted effect of over 75% in size
Target sequence (Q96KQ7 913-1193 limits assumed): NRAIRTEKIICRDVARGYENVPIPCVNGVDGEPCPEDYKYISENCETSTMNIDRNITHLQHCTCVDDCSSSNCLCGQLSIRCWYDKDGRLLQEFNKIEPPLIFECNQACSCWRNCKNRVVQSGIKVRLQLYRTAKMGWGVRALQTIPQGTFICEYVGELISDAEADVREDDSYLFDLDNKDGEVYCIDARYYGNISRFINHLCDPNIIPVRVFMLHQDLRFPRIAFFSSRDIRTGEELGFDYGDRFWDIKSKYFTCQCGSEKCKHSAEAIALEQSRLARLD
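Signal arises when biotinylated H3K9 peptide, once monomethylated, bridges streptavidin donor and antibody-captured acceptor beads. Enzyme at 20 nM was preincubated 15 min with test compounds; peptide 500 nM and SAM 20 uM then reacted for 2 h.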
Tb PGK inh = blocks T. brucei phosphoglycerate kinase; 380,000 tested, 0.043% active; AID 602233; PGK/GAPDH coupled, Kinase-Glo luminescence, 60 min; Potency, µM (highest dose often 57.5 µM), without a hit: top-dose activity change, negative = inhibition, most hits filed as inhibitors; P07378; note: % is set by controls: 0 for no effect and ±100 for the full control effect; nearly all actives have a fitted effect of over 60% in size
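Recombinant glycosomal PGK reaction used 1,3-bisphosphoglycerate generated in-well by GAPDH (100nM final) in 100mM TEA pH 7.6, 5mM MgCl2, 0.01% Tween-20. After 60 minutes at room temperature, ATP was read by Kinase-Glo Plus luminescence end-point.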
GLS inhibitor = blocks human kidney-isoform glutaminase activity. AID 624170. GLS enzymatic activity, qHTS titration. O94925. Potency, µM (series often up to 45.5 µM), inactives show at the top dose activity change, negative = inhibition, hits mostly inhibitors. 410,000 tested, 0.21% active; note: % is set by controls: 0 for no effect and ±100 for the full control effect
Target sequence (O94925 whole entry, looked up, canonical isoform): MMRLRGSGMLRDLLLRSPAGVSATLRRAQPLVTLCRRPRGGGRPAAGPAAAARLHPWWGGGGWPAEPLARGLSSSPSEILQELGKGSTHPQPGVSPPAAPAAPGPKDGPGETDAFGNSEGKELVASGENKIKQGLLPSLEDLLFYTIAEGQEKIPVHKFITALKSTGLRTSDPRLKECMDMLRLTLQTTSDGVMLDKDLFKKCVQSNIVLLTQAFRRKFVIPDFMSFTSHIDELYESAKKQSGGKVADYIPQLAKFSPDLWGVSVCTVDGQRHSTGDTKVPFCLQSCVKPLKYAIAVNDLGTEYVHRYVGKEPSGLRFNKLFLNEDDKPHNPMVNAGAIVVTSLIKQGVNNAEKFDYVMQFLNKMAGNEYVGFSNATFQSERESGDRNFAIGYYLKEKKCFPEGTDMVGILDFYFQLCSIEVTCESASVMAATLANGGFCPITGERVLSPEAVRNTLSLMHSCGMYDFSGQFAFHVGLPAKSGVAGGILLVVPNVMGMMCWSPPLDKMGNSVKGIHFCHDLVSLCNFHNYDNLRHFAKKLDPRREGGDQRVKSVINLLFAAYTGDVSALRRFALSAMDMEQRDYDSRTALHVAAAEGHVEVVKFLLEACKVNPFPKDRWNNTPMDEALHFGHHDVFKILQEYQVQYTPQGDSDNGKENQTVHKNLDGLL
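hKGA; 45 mM KH2PO4 pH 8.2 + 0.02% Tween-20; cpd via pin tool; 1 mM Gln soln; GluOx/HRP/Amplex Red; RT 30 min; fluor. t0 & final.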
BLM inh = Bloom syndrome helicase (human) inhibition; P54132; recombinant BLM DNA unwinding, fluorescence dequenching; Potency, µM (titrated, usually from 56.1 µM), for the others: at the top dose activity change, negative = inhibition, most hits filed as inhibitors; 350,000 tested, 0.2% active; AID 2528;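 note: plate controls were vehicle for no effect and no enzyme for full effect; nearly all actives have a fitted effect of over 35% in size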
JMJD2A Tudor inh = inhibitors of human JMJD2A Tudor domain. 390,000 tested, 4.4% active. AID 504339. Potency, µM (doses to about 114 µM), without a hit: at the top dose activity change, negative = inhibition, hits mostly inhibitors. O75164. AlphaScreen JMJD2A-Tudor / H3K4me3 peptide binding; note: % is set by controls: 0 for no effect and ±100 for the full control effect; nearly all actives have a fitted effect of over 50% in size
POLI inh = blocks human DNA polymerase iota activity; 390,000 tested, 1% active; Pol iota fluorescent replication assay, 10 min; Q9UNA4; Potency, µM (doses to about 115 µM), for the others: at the highest dose activity, negative = inhibition, most hits filed as inhibitors
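Pol iota at 10 nM preincubated 15 min with compounds at room temperature; reaction started with fluorescent substrate, 50 nM final. Fluorescence read kinetically at 0 and 10 min; buffer-only wells as negative control.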
HP1b binding inh = HP1-beta chromodomain-methylated histone interaction inhibition. AlphaScreen HP1-beta / biotin-H3K9me3 peptide binding. 390,000 tested, 0.56% active. P83916. AID 540317. Potency, µM (titrated, usually from 114 µM), inactives show top-dose activity change, negative = inhibition, actives largely listed as inhibitors; note: nearly all actives have a fitted effect of over 70% in size; inactives centre near 23
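AlphaScreen: HP1-beta (50 nM) preformed 30 min with biotin-H3(1-18)K9me3 peptide (50 nM) in PBS pH 7.4, 0.01% Tween-20. Compound added for 30 min at RT, then streptavidin donor/nickel chelate acceptor beads (10 ug/mL) for 30 min.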
* = called active by the depositor; i = inactive; ? = inconclusive; . = not tested or not shown; & = joins results of further samples; [ ] = dose if it differs, or a comment. Unless noted, calls come from the whole dose curve; as a rule, active = well fitted curve in the direction sought with a large enough effect; inconclusive = small, poorly fitted or top-dose-only effect, or another doubt; inactive = no such curve, though single readings can be large; an effect the other way counts as inactive or inconclusive. Potency is the fitted concentration of half-maximal effect.

SMILES	BAZ2B inh	Pin1 inhibitor	G9a block	Tb PGK inh	GLS inhibitor	BLM inh	JMJD2A Tudor inh	POLI inh	HP1b binding inh
CC1=C(C(=O)OCc2ccc3c(c2)OCO3)C(c2ccccc2OCc2ccccc2)NC(=O)N1 (stereo unspecified)	-2%	-2%	?	.	-2%	-6%	-26%	-39%	-1%
Cc1cc(C)c(NC(=O)CSc2nc(=O)n(Cc3ccncc3)c3c2CCC3)c(C)c1	-2%	-2%	17%[59 µM]	3%	2%	0%	0%	14%	27%
COc1ccc(CNC(=O)CCC(=O)Nc2nnc(C(C)C)s2)cc1	-6%	5%	-3%	6%	-19%	-1%	-6%	39%[activator]	36%
CCOC(=O)C1CCCN(S(=O)(=O)Cc2ccc(Cl)cc2)C1 (stereo unspecified)	2%	4%	.	-1%	2%	-3%	7%	206%[activator]	45%[activator]
O=C(CSc1nnc2ccc(-c3ccc(F)cc3)nn12)NCC1CCCO1 (stereo unspecified)	1%	-2%	-9%	3%	-1%	.	-7%	9%	19%
Cc1ccc(-c2csc(NC(=O)c3ccco3)n2)cc1C	4%	12%	.	i	2%	-9%	-28%	35%[activator]	12%
COc1ccccc1CCNC(=O)CSc1nc(=O)[nH]c2c1CCC2	10%	-7%	21%[2.33 µM]	-7%	9%	.	-17%	22%	14%
CCOc1ccc(NC(=O)c2ccccc2NC(=O)CN2CCN(C(C)=O)CC2)cc1	7%	1%	-9%[59 µM]	4%	3%	-3%	-4%	14%	24%
CCOCCCNC(=O)C(c1ccc(Cl)cc1)N1CCN(C(=O)c2ccco2)CC1 (stereo unspecified)	9%	-2%	?	-2%	-3%	-11%	3%	1%	29%
Cc1cc(NS(=O)(=O)c2ccc(NC(=O)Nc3ccc4c(c3)OCO4)cc2)no1	0%	-11%	?	-9%	23%	7%	-26%	-15%[58.9 µM]	1%
O=C(CCCO)c1ccc2c(c1)OCCO2	2%	-1%	18%[59 µM]	0%	0%	-10%	-4%	-20%	-6%
O=C(NCC1CCCO1)c1ccccc1-c1nc(-c2ccccc2Cl)no1 (stereo unspecified)	5%	0%	17%	9%	1%	-1%	0%	55%[activator]	20%
CCC(Sc1ccc(C(=O)O)cc1)C(=O)O (stereo unspecified)	-4%	0%	0%[59 µM]	-3%	1%	3%	-12%	-3%	32%
Cn1nc(C(=O)NCc2ccccc2)c2ccccc2c1=O	-29%	3%	-30%[12.7 µM]	-2%	-5%	-5%	-7%	44%[activator]	41%
CCNC(=O)NC(=O)C(C)OC(=O)c1ccc(SC)cc1OC (stereo unspecified)	-20%	0%	0%[59 µM]	-14%	-11%	-4%	-8%	18%	31%
O=C(Nc1scc(-c2ccc(F)cc2)c1C(=O)O)c1ccco1	?	4%	?	i	45%[activator]	1%	-3%	?	32%
O=C(NC1C=CS(=O)(=O)C1)c1ccccc1 (stereo unspecified)	-12%	1%	6%	i	-13%	-3%	-10%	57%[activator]	36%
COc1ccc(-c2[nH]c(-c3ccc(C)cc3)nc2SCC(=O)NCc2ccco2)cc1OC	6%	-2%	50µM*	-5%	0%	-15%	-19%	-11%	46%[activator]
CCOC(=O)/C=C/C(=O)OCC(=O)NC(c1ccccc1)c1ccccc1	8%	2%	0%[59 µM]	-15%	4%	0%	-11%	23%	32%
NC(=O)CNC(=O)[C@@H]1CC2(CC(c3cccc(Br)c3)=NO2)CN1C(=O)c1ccc(Br)cc1 (stereo partly specified)	-5%	-4%	-35%[59 µM]	-5%	1%	-3%	?	14%	20%
Cc1c(CNC2CCCCC2)c(C(=O)O)c(C)n1Cc1ccc(Cl)cc1	-16%	-16%	0%[59 µM]	3%	-1%	-4%	-30%	30%[activator]	5%
O=C(Nc1ccnn1C1CCN(CC(O)CO)CC1)C1CCCC1 (stereo unspecified)	1%	-1%	46%	-3%	6%	2%	-17%	17%	15%
Nc1[nH]c(=O)[nH]c(=O)c1N=Cc1ccccc1	.	?	.	-3%	14%	.	-4%	?	12%
O=C(Nc1ncc(C(F)(F)F)cc1Cl)c1ccc(S(=O)(=O)N2CCOCC2)cc1	.	-1%	1%	-9%	2%	2%	-18%	42%[activator]	9%
Cc1c(NC(=O)Nc2ccccc2)cccc1[N+](=O)[O-]	1%	6%	15%	0%	12%	2%	-3%	14%	11%

Single records (already shown). Screens in order: BAZ2B inh	Pin1 inhibitor	G9a block	Tb PGK inh	GLS inhibitor	BLM inh	JMJD2A Tudor inh	POLI inh	HP1b binding inh
Record of `O=C(Nc1ncc(C(F)(F)F)cc1Cl)c1ccc(S(=O)(=O)N2CCOCC2)cc1` : .	-1%	1%	-9%	2%	2%	-18%	42%[activator]	9%
Record of `O=C(CCCO)c1ccc2c(c1)OCCO2` : 2%	-1%	18%[59 µM]	0%	0%	-10%	-4%	-20%	-6%
Record of `O=C(NCC1CCCO1)c1ccccc1-c1nc(-c2ccccc2Cl)no1` (stereo unspecified) : 5%	0%	17%	9%	1%	-1%	0%	55%[activator]	20%

(more compounds)
SMILES	BAZ2B inh	Pin1 inhibitor	G9a block	Tb PGK inh	GLS inhibitor	BLM inh	JMJD2A Tudor inh	POLI inh	HP1b binding inh
O=C(/C=C/c1ccccc1Cl)Nc1ccc(Cl)cn1	10%	-6%	10%	i	-11%	-12%	12%	-10%	24%
COc1ccc(N2CCN(C(=O)c3cc4cc(Cl)ccc4[nH]3)CC2)cc1	17%	0%	?	-3%	-4%	5%	-14%	21%	34%
CN(C)S(=O)(=O)c1ccc(NC(=S)NC(=O)c2cccs2)cc1	-17%	0%	-1%	i	4%	-5%	-25%	12%	15%
CSc1nn(CCc2ccncc2)c(=S)s1	?	-6%	-41%[12.7 µM]	1%	5%	1%	-8%	17%	49%[activator]
Cc1cc(C(F)F)n2nc(C(=O)Nc3cccc(C(F)(F)F)c3)nc2n1	12%	-4%	-9%[59 µM]	-1%	0%	-3%	-1%	21%	38%
Cc1ccc(NC(=O)CCc2nnc(SCC(=O)Nc3ccccc3C)n2C)cc1Cl	-23%	-4%	3%	-9%	-7%	-6%	-13%	-20%	20%
CCCN(CC(=O)Nc1cc(Cl)ccc1Cl)C(=O)c1ccc(N2CCCC2=O)cc1	9%	-4%	18%[12.7 µM]	-1%	13%	.	-5%	25%	16%
Cc1ccc2c(=O)cc(C(=O)Nc3ccc(S(=O)(=O)Nc4ncccn4)cc3)oc2c1C	-26%	-7%	-22%[59 µM]	-9%	-2%	1%	-20%	22%	28%
CC(=O)Oc1ccc(C(=O)Nc2ccc(C3(C#N)CCCC3)cc2)cc1	-8%	6%	?	-10%	-4%	-1%	-7%	40µM*	28%
COc1ccc(C)cc1NC(=O)CSc1nnc(-c2ccco2)n1N	7%	?	7%[12.7 µM]	-6%	5%	-1%	-8%[57.1 µM]	23%	15%
COCCN(C(=O)CSc1nc2ccccc2c(=O)n1CC(C)C)c1c(N)n(Cc2ccccc2)c(=O)[nH]c1=O	-11%	-5%	?	0%	-2%	-6%	-12%	155%[activator]	36%
COc1cc(OC)c(N(C)C(=O)c2cc3c(s2)-c2ccccc2OC3)cc1Cl	-28%	6%	-16%[59 µM]	-3%	2%	-9%	-30%	14%	25%
COc1ccccc1-n1cc2c([N+](=O)[O-])cc([N+](=O)[O-])cc2n1	?	2%	10µM*	-13%	-4%	2%	-27%	25%	25%
CCOc1ccc(OCc2cccc(C(=O)N3CCCC3)c2)cc1	6%	7%	16%[59 µM]	0%	0%	-7%	-14%	-18%	45%[activator]
Cc1ccc(Cl)cc1NC(=O)Cn1c(=O)c(CNc2ccccc2)cc2cc3c(cc21)OCCO3	-22%	3%	7.9µM*	-4%	-14%	-7%	-29%	28%	6%
Cc1onc(-c2ccccc2Cl)c1C(=O)Nc1ccc(N2CCOCC2)cc1	-32%	1%	?	i	12%	-5%	?	-3%	14%
CCOc1ccc(NC(=O)CCNS(=O)(=O)c2cccs2)cc1	4%&7%	-1%&3%	6%[59 µM]	13%&-5%	-4%&-2%	-3%&-4%	3%&3%	14%&11%	39%&5%[activator]
CSc1nnc(C2CCCN(CC(=O)Nc3ccccc3N3CCOCC3)C2)n1C(C)C (stereo unspecified)	-2%	0%	-11%	7%	-13%	-9%	3%	16%	42%[activator]
O=C(Nc1ccc2ccccc2c1)c1cccc2ccccc12	.	2%	.	-5%	0%	.	-14%	37%[activator]	20%[57 µM]
Cc1ccc(NC(=O)CN(C)C(=O)CSc2nnc(NC(C)C)s2)cc1	6%	-1%	-12%	-3%	14%	.	-11%	10%	29%
Cc1ccc(S(=O)(=O)Oc2cc(N)c3c(n2)CCC3)cc1	-6%	-15%	-1%	1%	8%	4%	-9%	60%[activator]	24%
O=C(Nc1ccc(S(=O)(=O)Nc2nccc(C3Cc4ccccc4C(=O)O3)n2)cc1)c1ccccc1 (stereo unspecified)	9%	-7%	14%[12.7 µM]	0%	-15%	1%	-17%	9%	35%[activator]
CC(C)OC(=O)C1Cc2ccccc2CN1S(=O)(=O)c1cccs1 (stereo unspecified)	?	-1%	79µM*	-6%	-8%	-8%	-8%	?	40%[activator]
Cc1cccnc1NC(=O)CN1C(=O)c2ccccc2S1(=O)=O	12%	5%	-12%	0%	-2%	.	-10%	24%	-8%
COCCNC(=O)c1ccc(C)c(S(=O)(=O)Nc2ccc(C)cc2)c1	8%	-1%	79µM*	i	-7%	2%	-4%	0%[58.9 µM]	24%
COc1cc(/C=C2/C(=N)N3OC(C)=CC3=NC2=O)ccc1OCCOc1ccc(C)cc1	9%	37%[activator]	10%[0.0925 µM]	-4%	4%	-2%	5%[57.1 µM]	-6%	12%
COCCn1c(Cc2ccccc2)nnc1SCc1nc2ccccc2c(=O)[nH]1	2%	3%	30%[0.501 µM]	-8%	?	-1%	-9%	15%	29%
COc1ccccc1CNC(=O)COC(=O)CNS(=O)(=O)c1ccc(C)cc1	-26%	-3%	71µM*	-4%	4%	-11%	-19%	28%	9%
O=C1C(=O)N(CNc2cccnc2)c2ccccc21	-3%	2%	-29%[59 µM]	5%	9%	5%	1%	8%	11%
COC(=O)C(CCSC)NC(=O)CNS(=O)(=O)c1ccc(Br)cc1 (stereo unspecified)	7%	-3%	.	7%	-3%	0%	-4%[57.1 µM]	2%	56%[activator]

Assay outcomes (PubChem BioAssay)

Not all compounds are listed; the hit share may differ from the screen's.
